Screening results: PubChem, Sanford-Burnham Center for Chemical Genomics
ER stress surv: ER stress cell death inhibition; relative survival (cellular ATP), % at 15 µg/mL (by protocol); hit rate 0.33% among 48,000; CSM14.1 thapsigargin ER stress survival, ATP luminescence;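 active means survival measured by cellular ATP above 50% at 15 µg/ml in the first screen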;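 further: cell death triggered by about 15 µM thapsigargin; ATP read 24 h after thapsigargin was added; plate controls were thapsigargin with DMSO for no effect and DMSO without thapsigargin for full effect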
Starred values were filed as active, the others as inactive.

mol	ER stress surv
Cc1cc(NC(=O)c2ccc(-c3ccccc3)cc2)no1	-2
COc1ccc(OC)c(NC(=O)CN(c2ccc(Cl)cc2)S(C)(=O)=O)c1	10
CC(C)(C)c1ccc(OCCN2CCOCC2)cc1	10
O=C(/C=C/c1ccccc1)Nc1ccc([N+](=O)[O-])cc1	0
Cn1c(-c2ccc(C=O)o2)nc2c3ccccc3c3ccccc3c21	-2
O=C(/C=C/c1ccc(Cl)cc1)Nc1cccc(Br)c1	0
O=C1C=CC(=O)N1Nc1c(Cl)cc(Cl)cc1Cl	-8
CN(C)c1ccnc2sc(C(=O)c3ccc(Br)cc3)c(N)c12	0
Cc1ccc(C(C)C)c(OCC(=O)Nc2ccc(NC(=O)c3ccco3)cc2)c1	-2
NS(=O)(=O)c1cccc(NC(=O)COc2ccccc2)c1	0
CC(=O)Nc1ccc(S(=O)(=O)NNc2ccccc2)cc1	2
CCOc1ccccc1NC(=O)C(=O)NCCc1ccccc1	10
O=C(O)CCCCCN1C(=O)C(=O)/C(=C(/O)c2ccc(F)cc2)C1c1ccccc1 (stereo not drawn)	4
N=C1S/C(=C\c2ccc3c(c2)OCO3)C(=O)N1c1ccc(F)cc1	-2
S=C1NC(c2cccs2)=CC(c2ccc(Br)cc2)N1 (stereo not drawn)	8
O=C(COc1ccccc1[N+](=O)[O-])Nc1cc(Cl)cc(Cl)c1	6

A second format for part of the listing above.
mol: Cc1cc(NC(=O)c2ccc(-c3ccccc3)cc2)no1
  ER stress surv: -2

mol: COc1ccc(OC)c(NC(=O)CN(c2ccc(Cl)cc2)S(C)(=O)=O)c1
  ER stress surv: 10

mol: CC(C)(C)c1ccc(OCCN2CCOCC2)cc1
  ER stress surv: 10

mol: O=C(/C=C/c1ccccc1)Nc1ccc([N+](=O)[O-])cc1
  ER stress surv: 0

(further entries)
mol	ER stress surv
CCCCCc1ccc(-c2ccc(-c3ncc([N+](=O)[O-])cn3)cc2)cc1	-1
CCn1c(C(O)c2ccc(OCc3ccccc3)c(OC)c2)nc2ccccc21 (stereo not drawn)	4
Cc1nonc1OCCCNc1ccc([N+](=O)[O-])cc1Cl	1
Brc1ccc(OCCCCCN2CCCC2)cc1	-16
COc1ccc(-c2[nH]c3[n+](c2N)CCS3)cc1	0
C=CCOc1c(Cl)cc(/C=C2\C(=O)NC(=O)N(c3ccc(Cl)cc3)C2=O)cc1OC	6
C/C(=C/C(=O)Nc1c(C)n(C)n(-c2ccccc2)c1=O)C(=O)O	-5
O=C(N=C1SCC(=O)N1c1ccccc1)c1ccco1	10
COc1ccc(CCNC2CC(=O)N(c3ccc(I)cc3)C2=O)cc1OC (stereo not drawn)	0
O=C(c1cc2ncc(Br)cn2n1)N1CCCCC1	6
CCC(=O)Nc1sc2c(c1C(=O)Nc1ccc(OC)cc1)CCC2	2
O=[N+]([O-])c1cccc(CSc2nc3ccccc3[nH]2)c1	-5
COC(=O)c1c(NC(=S)Nc2ccccc2)sc(Cc2ccccc2)c1C	3
O=C(CC1(O)C(=O)Nc2ccc(Br)cc21)c1cccs1 (stereo not drawn)	1
CC(C)CC(=O)NS(=O)(=O)c1ccc(NC(=O)c2cccc(Br)c2)cc1	-2
C=CCOc1ccc(C(=O)Nc2ccccn2)cc1	-29
CN(C)c1ccc(/C=C2/C(=O)NC(=O)N(CCCO)C2=O)cc1	5
CCOC(=O)CN1C(c2ccccc2OC)Nc2ccc(Br)cc2C1c1ccccc1 (stereo not drawn)	0
Cc1ccc(/C(O)=C/c2nc3ccccc3[nH]c2=O)o1	-4
CN(C)c1ccc(/C=C/C(=O)c2ccc(I)cc2)cc1	0
CN(CCO)C1=NS(=O)(=O)c2ccccc21	7
Cc1onc(-c2c(Cl)cccc2Cl)c1C(=O)Nc1ccc(S(=O)(=O)Nc2nccs2)cc1	8
Cn1c(=O)c2c(ncn2CC(=O)N2CCN(Cc3ccccc3)CC2)n(C)c1=O	0
C=CCn1c(CCCN2C(=O)c3cccc4cccc(c34)C2=O)nnc1SCC(=O)O	6
Oc1c(/C=N/Nc2nc3ccccc3s2)sc2ccccc12	3
N/C(=N\S(=O)(=O)c1ccccc1)c1cccc(Cl)c1	1
COc1ccc(OC)c(N/C(N)=N/c2nc(C(F)(F)F)cc(=O)[nH]2)c1	-4
O=S(=O)(Nc1ccccc1C(F)(F)F)c1ccccc1	2
Cc1ccc(OCC(=O)Nc2ccc3oc(-c4cccnc4)nc3c2)c(C)c1	-1
COc1cc(C(=O)NC(NC(=S)Nc2ccc(Cl)cc2Cl)C(Cl)(Cl)Cl)cc(OC)c1OC (stereo not drawn)	2
O=C(Nc1ccc(Cl)c(-c2nc3ccccc3o2)c1)c1cccc(F)c1	6
COc1ccc(NC(=O)CCc2ccccc2)cc1Cl	6

A stretch from further up:
mol	ER stress surv
O=S(=O)(Nc1ccccc1C(F)(F)F)c1ccccc1	2
Cc1ccc(OCC(=O)Nc2ccc3oc(-c4cccnc4)nc3c2)c(C)c1	-1
COc1cc(C(=O)NC(NC(=S)Nc2ccc(Cl)cc2Cl)C(Cl)(Cl)Cl)cc(OC)c1OC (stereo not drawn)	2

The list goes on.
mol	ER stress surv
COCCN1C(=O)/C(=C/C=C/c2ccccc2)SC1=S	4
CN1C2=NC(=O)/C(=C/c3ccc([N+](=O)[O-])s3)N2c2ccccc21	8
O=C(NN1C(=O)/C(=C/c2ccc(Br)cc2)SC1=S)c1ccncc1	1
O=C(NC(Cc1ccccc1)C(=O)NCCc1c[nH]c2ccccc12)OCc1ccccc1 (stereo not drawn)	9
COc1ccc2nc(SCC(=O)Nc3ccc(C)cc3)[nH]c2c1	1
Cc1ccccc1-c1nnc(NC(=O)Nc2ccc(Cl)c(Cl)c2)s1	15
O=C(c1cccc(Cl)c1)N1CCc2ccccc21	8
CC1CCN(CCCCOc2c(Cl)cccc2Cl)CC1	-10

Random excerpt: two records from the list.
mol	ER stress surv
COc1ccc(-c2[nH]c3[n+](c2N)CCS3)cc1	0
Cc1onc(-c2c(Cl)cccc2Cl)c1C(=O)Nc1ccc(S(=O)(=O)Nc2nccs2)cc1	8

The results go on:
mol	ER stress surv
CCCCc1c(C)nc(N/N=C/c2ccc(OCCC)cc2O)[nH]c1=O	10
COCCCNC(=O)C(=O)Nc1cc(C)ccc1OC	5
O=C(CCn1c2ccccc2c2ccccc21)NNC(=S)Nc1ccccc1	13
O=C1/C(=C\c2ccc(OS(=O)(=O)c3ccccc3[N+](=O)[O-])cc2)SC(=S)N1c1ccccc1	0
CCOc1cccc(/C=N/NC(=O)C2=C(C)Nc3ccccc3S2)c1O	6
Cc1cccc(C(=O)NN2CCN(C)CC2)c1	7
COc1ccc(-c2nc3c(n2O)CCc2c-3no[n+]2[O-])cc1	11
O=C(O)CCC(C(=O)O)N1C(=O)/C(=C\C(Cl)=C/c2ccc([N+](=O)[O-])cc2)SC1=S (stereo not drawn)	3
COc1ccc(C2=NN(CN3C(=O)C(=O)c4ccccc43)C(c3ccccc3)C2)cc1 (stereo not drawn)	2
O=C(Cc1ccccc1)Nc1cc(C(=O)O)cc(C(=O)O)c1	-5
O=C(NN1C(=O)/C(=C\c2ccccn2)SC1=S)c1ccccc1	10
CCOC(=O)C(=CNc1ccc2c(c1)OCO2)C(=O)OCC	-4
Cc1cc(NC(=O)c2cc(-c3ccc(C)o3)nc3ccccc23)no1	4
CCOC(=O)CC(O)(c1ccccc1)C(F)(F)C(F)F (stereo not drawn)	5
O=S(=O)(Nc1ccc(O)c2ccccc12)c1ccc(F)cc1	-8
CCOC(=O)c1c(NC(=O)COc2ccc(Br)c(C)c2)sc2c1CCC2	10
O=C1c2ccccc2NC(c2cccc(O)c2)N1c1ccc(Cl)cc1 (stereo not drawn)	-3
O=S(=O)(Cc1ccccc1)c1nc2ccccc2n1Cc1ccc(Cl)cc1	23
COC(=O)c1ccc(/C=C2\C(=O)NC(=O)N(c3ccc(Cl)cc3)C2=O)cc1	2
CO/N=C(/C(=N/OC)c1ccccc1)c1ccccc1	2
COCCNC(=O)CN(c1ccc(C)cc1)S(=O)(=O)c1ccc(OC)c(OC)c1	2
COc1ccc(Nc2nc(Nc3ccc([N+](=O)[O-])cc3)nc(OC)n2)cc1	7
C=CCc1cccc(/C=N/NC(=O)CSc2ccccn2)c1O	10
O=C(Nc1c(C(=O)N2CCC(Cc3ccccc3)CC2)cnn1-c1ccccc1)c1ccc(Br)cc1	0
CC(=O)Oc1ccccc1-c1nc(C)nn1C(C)=O	3
O=C(NC1CCS(=O)(=O)C1)c1ccc(Br)cc1 (stereo not drawn)	-1
COc1ccc(CN2CCN(C(=O)CC(C)C)CC2)cc1OCc1ccccc1	3
CC(=O)Oc1ccc(/C=C2/SC(=S)N(c3ccccc3)C2=O)cc1	0
Cc1ccc(NC(=O)c2c(C(=O)O)cccc2[N+](=O)[O-])c(Br)c1	-7
CCCc1cc(=O)n2[nH]c(-c3ccccc3)cc2n1	-7
Cc1ccc(-c2nc3cc(Cl)cc(Cl)c3o2)cc1NC(=O)COc1ccccc1	13
O=C(Nc1c(Cl)cccc1Cl)C1C2CC/C=C\CC/C=C/CCC21 (stereo not drawn)	2
O=C(c1cc(I)ccc1Cl)N1CCN(c2ccc([N+](=O)[O-])cc2)CC1	-2
Brc1ccc2ncnc(NCc3ccco3)c2c1	1
O=C(Nc1ccccc1)c1cc(S(=O)(=O)N2CCCCC2)ccc1Cl	-1
CN(C)c1ccc(NC(=O)c2ccc(Br)cc2)cc1	-2
CCOc1cccc(C=NN2CCN(Cc3ccc(C)cc3C)CC2)c1O	6
COc1ccc(C2NN=C(c3ccc(C)cc3)S2)cc1OC (stereo not drawn)	6
CCCC(=O)Nc1ccc(NC(=S)NC(=O)c2ccco2)cc1	12
Cc1cc(N2CCN(c3ccccc3)CC2)nc(-c2ccccc2O)n1	7
CC(C)/C(=N\NS(=O)(=O)c1ccc(Br)cc1)c1cccs1	7
c1ccc(-c2nc3ccccc3nc2-c2cccs2)cc1	-1
COc1ccc(CCN=C(C)C2=C(O)CSC2=O)cc1OC	15
O=C(Nc1ccccc1Cl)c1ccccc1C(F)(F)F	1
c1ccc(OCCSc2nc3ccccc3o2)cc1	10
Cc1ccc(/C(N)=N/OC(=O)c2ccc(Br)cc2)cc1	10
CCOC(=O)N1CCN(C(c2ccccc2)c2ccccc2)CC1	4
Cc1[nH]c2ccccc2c1C=Nc1ccccc1C(=O)Nc1ccccc1	-6
O=C(CSc1n[nH]c(=O)[nH]c1=O)c1ccc(Cl)cc1	0
CC1(C)COC(COc2ccc(Cl)cc2)=N1	2
CCOCc1cnc(C)nc1NC(C)=O	8
COc1cc2c(cc1OC)C(Nn1cnnc1)=NC1(CCCC1)C2	-5
O=c1[nH]c(O)c(C=Nc2ccccc2C(F)(F)F)c(=O)[nH]1	-8
C(=N\c1nc2ccccc2s1)/c1ccc(/C=N/c2nc3ccccc3s2)cc1	10
COc1ccc(CN=C(Nc2ccccc2)SC2CC(=O)N(c3cccc(Cl)c3)C2=O)cc1 (stereo not drawn)	10
O=C(Nc1ncc(Cc2ccc(Cl)c(Cl)c2)s1)c1ccccc1Cl	-2

More compounds:
mol	ER stress surv
O=[N+]([O-])c1ccc(N2CCN(S(=O)(=O)c3ccccc3)CC2)cc1NCCc1ccccc1	0
O=C(Nc1cccc2c(NC(=O)c3ccco3)cccc12)c1ccco1	-1
COC(=O)CN(c1ccc(OC)c(Cl)c1)S(=O)(=O)c1ccccc1	9
COc1ccc(C=Nc2ccc3nn(-c4ccccc4)nc3c2)cc1	-4
CCOC(=O)Cc1csc(NC(=O)CCN2C(=O)c3cccc([N+](=O)[O-])c3C2=O)n1	8
O=C(COC(=O)c1cccc(C#Cc2ccccc2)c1)c1ccc([N+](=O)[O-])cc1	10
COc1ccccc1C(=O)NN1C(=O)/C(=C/c2ccccc2Cl)SC1=S	5
CC(=O)c1sc(NC(=O)c2cc(Cl)ccc2[N+](=O)[O-])nc1C	7
Cc1ccccc1OCCn1cc(C=C2C(=O)NC(=S)NC2=O)c2ccccc21	12
COc1cccc(/C=N\N2CCN(c3ccccc3)CC2)c1OC	7
Fc1ccc(NC(=S)N2CCN(Cc3ccc4c(c3)OCO4)CC2)cc1	-3
CCOC(=O)c1ccc2c(c1)c1c(n2CC)C(=O)CCC1	15
COc1cc(/C=N/NC(=O)C(C)Nc2ccc(Cl)cc2)cc(OC)c1OC (stereo not drawn)	7
O=c1c2ccccc2nc2n1C1(CCCCC1)Cc1ccccc1-2	12
COc1ccc(NC(=O)c2ccc(C#Cc3ccccc3)cc2)cc1	15
O=C1NC(=O)N(c2ccc3c(c2)OCO3)C(=O)/C1=C/c1ccc(Sc2ccccc2)o1	39
Cc1ccc(C(=O)NC=C(C#N)C#N)cc1	-6
Cc1ccc(NC(=S)Nc2ccc(F)cc2)cc1C	-2
CC(=O)NNc1nc(-c2ccccc2)c2cc(Br)ccc2n1	-1
O=C(O)C1C2CCC(O2)C1C(=O)NCCC1=CCCCC1 (stereo not drawn)	-4

Not all compounds are listed, so the mix of outcomes need not match the whole.
